Screens as filed in PubChem.
IMP-1 inhibitor = blocks Pseudomonas aeruginosa IMP-1 metallo-beta-lactamase; purified IMP-1, nitrocefin hydrolysis, epi-absorbance fluorescence; inhibition, % at 5.6 µM; 290,000 compounds, 0.45% hits; AID 1556;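 active = inhibition above the mean plus 3 SD of all compounds in the same screening run, cut at about 4.5% in these data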;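 also: 0% = IMP-1 with DMSO and 100% = DMSO wells lacking enzyme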
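System: Purified recombinant IMP-1 metallo-beta-lactamase enzyme | Measured by: Fluorescence quenching readout, ex 480/em 530 nm | Replication: Singlicate | Incubation: 15 min preincubation plus 25 min reaction at 25 °C | Evaluation: Percent inhibition from optical density relative to buffer-blank wells | Benchmarks: DMSO with and without IMP-1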
UBC9 SUMO inh = SUMOylation inhibition. AID 2006. inhibition, % at 35 µM. P63279. 290,000 compounds, 0.36% hits. HTRF SUMOylation assay, SAE1/SAE2 + UBC9, in vitro; in the data active = inhibition above about 50%, passing the limit was not always enough; also: strong numbers were not always called active
Target sequence (P63279 whole entry, looked up): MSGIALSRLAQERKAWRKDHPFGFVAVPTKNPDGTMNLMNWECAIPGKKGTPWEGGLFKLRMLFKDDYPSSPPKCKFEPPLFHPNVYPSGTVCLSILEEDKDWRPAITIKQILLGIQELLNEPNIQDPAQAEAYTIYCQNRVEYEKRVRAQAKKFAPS
MEKK2wt PB1 HTS = raises or lowers MEK5 binding to wildtype human MEKK2 PB1 domain | Q9Y2U5 | bead flow cytometry, Alexa488-MEK5 binding to MEKK2 WT; actives lie on both sides | binding response (% of control), % at 10 µM | 290,000 compounds, 1.1% hits | AID 1531; in the data active = binding response below about 67% or above about 130%
NALP1 yeast inh = NALP1 inhibition. S. cerevisiae NALP1/ASC/caspase-1 growth, X-gal OD620, 72 h. inhibition, % at 10 µM. 280,000 compounds, 0.61% hits; in the data active = inhibition mostly above about 24%, no sharp cut-off; inactive = mostly below about 32%; also: some compounds called inactive have numbers as strong as hits
M18AAP inhibitor = PfM18AAP enzyme inhibition; 290,000 compounds, 1.2% hits; recombinant PfM18AAP, H-Glu-NHMec fluorogenic cleavage; AID 1822; inhibition, % at 7.35 µM;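 active = inhibition above the campaign mean inhibition over all tested compounds plus 3 SD, cut at about 28% in these data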;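 also: 0% = plate median of test compound wells and 100% = 2 mM ZnCl2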
DNA FID counter = displaces DNA intercalator in HCV helicase counter-screen; DNA fluorescent intercalator displacement, fluorescence; inhibition, % at 7.9 µM; 290,000 compounds, 0.17% hits; in the data active = inhibition above about 37%;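 also: 0% = vehicle and 100% = reference compound; higher means more ethidium bromide displaced from hairpin DNA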
MEKK2mut PB1 HTS = signal of MEK5 binding to mutant human MEKK2 PB1 domain; bead flow cytometry, Alexa488-MEK5 binding to MEKK2 mutant; 290,000 compounds, 0.35% hits; percent response, % at 10 µM; in the data active = percent response above about 24%, passing the limit was not always enough; also: inactives centre near 1; some results filed as inactive read as strong as hits
VIM-2 inhibitor = blocks Pseudomonas aeruginosa VIM-2 metallo-beta-lactamase | purified VIM-2, nitrocefin hydrolysis, epi-absorbance fluorescence | inhibition, % at 5.6 µM | AID 1527 | 290,000 compounds, 0.89% hits;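 active = inhibition above the mean of all tested compounds plus 3 SD, cutoff set per screening run, cut at about 7.5% in these data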;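 also: red hydrolysis product quenches plate fluorescence so inhibitors raise well fluorescence; 0% = enzyme with DMSO and 100% = DMSO without enzyme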
NS3 helicase inh = inhibitors of Hepatitis C virus NS3 helicase; NS3 helicase DNA unwinding, Cy5 molecular beacon fluorescence; 290,000 compounds, 0.56% hits; inhibition, % at 10.9 µM;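 active = inhibition above the mean of all tested compounds plus 3 SD, set per campaign, cut at about 35% in these data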;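 also: 0% = DMSO wells and 100% = thioflavine S control wells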
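Control set: DMSO versus 110 µM thioflavine S; Material: NS3 helicase fragment of HCV; Measured by: Cy5 fluorescence at 0 and 60 min, beacon hairpin quenching; Read-out basis: percent inhibition from t60/t0 fluorescence ratio; Times: reaction time 60 min, 25 °C; Repeats: single replicate; Compound dosing: single dose, 10.9 µM nominal final, DMSO 0.8% final.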
Starred values were filed as active, the others as inactive.

How did Cc1cccc(NC(=S)N2CCCCC2)c1 do in these assays?
IMP-1 inhibitor: -1.8; UBC9 SUMO inh: 1.7; MEKK2wt PB1 HTS: 99.0; NALP1 yeast inh: 18.7; M18AAP inhibitor: -3.1; DNA FID counter: 2.8; MEKK2mut PB1 HTS: 1.0; VIM-2 inhibitor: -1.2; NS3 helicase inh: -9.6

What do the screens show for `CCOc1cccc2cc(-c3nnc(NCc4ccco4)s3)c(=O)oc12`?
IMP-1 inhibitor: -5.7; UBC9 SUMO inh: 61.1*; MEKK2wt PB1 HTS: 82.0; NALP1 yeast inh: -27.9; M18AAP inhibitor: 32.5*; DNA FID counter: 2.4; MEKK2mut PB1 HTS: -2.0; VIM-2 inhibitor: 0.2; NS3 helicase inh: 15.4

How did COc1ccc(C(=O)N2CCC(C(=O)Nc3ccc4c(c3)OCCO4)CC2)cc1 do in these assays?
IMP-1 inhibitor: -3.0; UBC9 SUMO inh: 8.4; MEKK2wt PB1 HTS: 101.0; NALP1 yeast inh: -7.4; M18AAP inhibitor: 9.3; DNA FID counter: -19.0; MEKK2mut PB1 HTS: 1.0; VIM-2 inhibitor: -2.3; NS3 helicase inh: -1.9

Results for CCCCC(=O)NC(=S)NNC(=O)c1ccc(Cl)cc1Cl ?
IMP-1 inhibitor: -4.2; UBC9 SUMO inh: -28.6; MEKK2wt PB1 HTS: 109.0; NALP1 yeast inh: -31.7; M18AAP inhibitor: 7.8; DNA FID counter: -3.4; MEKK2mut PB1 HTS: 2.0; VIM-2 inhibitor: -5.0; NS3 helicase inh: 4.7

What do the screens show for `COc1ccccc1-n1c(=O)oc2ccc(Cl)cc2c1=O`?
IMP-1 inhibitor: -7.7; UBC9 SUMO inh: -2.2; MEKK2wt PB1 HTS: 98.0; NALP1 yeast inh: -0.5; M18AAP inhibitor: -2.1; DNA FID counter: 15.2; MEKK2mut PB1 HTS: -3.0; VIM-2 inhibitor: -1.5; NS3 helicase inh: 17.0

Results for CCOc1ccc(S(=O)(=O)NC(C)C)cc1C(N)=O ?
IMP-1 inhibitor: -2.3; UBC9 SUMO inh: -0.3; MEKK2wt PB1 HTS: 106.0; NALP1 yeast inh: 6.8; M18AAP inhibitor: -10.1; DNA FID counter: -5.3; MEKK2mut PB1 HTS: -3.0; VIM-2 inhibitor: 1.0; NS3 helicase inh: 5.5

How did O=C(Cn1cccc1)N1CCN(C(c2ccccc2)c2ccccc2)CC1 do in these assays?
IMP-1 inhibitor: -3.3; UBC9 SUMO inh: 4.1; MEKK2wt PB1 HTS: 110.0; M18AAP inhibitor: 4.1; DNA FID counter: -22.9; MEKK2mut PB1 HTS: 6.0; VIM-2 inhibitor: -1.1; NS3 helicase inh: 5.2

Results for O=C(Nc1nccs1)C1CCN(S(=O)(=O)c2ccc(F)cc2)CC1 ?
IMP-1 inhibitor: -2.1; UBC9 SUMO inh: 15.1; MEKK2wt PB1 HTS: 105.0; NALP1 yeast inh: 13.9; M18AAP inhibitor: 1.3; DNA FID counter: -8.0; MEKK2mut PB1 HTS: 6.0; VIM-2 inhibitor: -0.9; NS3 helicase inh: 3.0

Results for CC(C)(C)NC(=O)NC(=O)COC(=O)c1cccc(NS(=O)(=O)c2ccc(F)c(F)c2)c1 ?
IMP-1 inhibitor: -2.8; UBC9 SUMO inh: 10.9; MEKK2wt PB1 HTS: 107.0; NALP1 yeast inh: 18.0; M18AAP inhibitor: -5.7; DNA FID counter: -23.6; MEKK2mut PB1 HTS: 7.0; VIM-2 inhibitor: -2.7; NS3 helicase inh: 9.3

What do the screens show for `O=C(O)c1cccc(Cn2c(Cl)c(/C=N/NC(=O)c3ccco3)sc2=O)c1`?
IMP-1 inhibitor: -2.8; UBC9 SUMO inh: -2.4; MEKK2wt PB1 HTS: 103.0; NALP1 yeast inh: 16.4; M18AAP inhibitor: -0.9; DNA FID counter: -32.3; MEKK2mut PB1 HTS: 3.0; VIM-2 inhibitor: -1.6; NS3 helicase inh: 1.9

Results for Cc1ccc(Nc2nc(C)nc3c2oc2ccccc23)cc1 ?
IMP-1 inhibitor: -4.7; UBC9 SUMO inh: 19.9; MEKK2wt PB1 HTS: 105.0; NALP1 yeast inh: 6.5; M18AAP inhibitor: -12.1; DNA FID counter: -19.6; MEKK2mut PB1 HTS: 9.0; VIM-2 inhibitor: -0.3; NS3 helicase inh: -14.7

Results for CC(C)(C)NS(=O)(=O)c1ccc2nc(NC(=O)Cc3cccs3)sc2c1 ?
IMP-1 inhibitor: -3.7; UBC9 SUMO inh: -3.9; MEKK2wt PB1 HTS: 108.0; NALP1 yeast inh: 27.1; M18AAP inhibitor: 2.9; DNA FID counter: -6.3; MEKK2mut PB1 HTS: 4.0; VIM-2 inhibitor: -0.5; NS3 helicase inh: -7.5

How did CN(CC(=O)Nc1ccc(F)cc1)C(=O)COc1ccc([N+](=O)[O-])cc1Cl do in these assays?
IMP-1 inhibitor: -1.0; UBC9 SUMO inh: -12.5; MEKK2wt PB1 HTS: 92.0; NALP1 yeast inh: 12.9; M18AAP inhibitor: -2.4; DNA FID counter: -4.6; MEKK2mut PB1 HTS: -2.0; VIM-2 inhibitor: -3.4; NS3 helicase inh: 5.3

What do the screens show for `Cn1ccnc1C1CCCCN1Cc1nc(-c2ccc3c(c2)OCO3)no1` (stereo not drawn)?
IMP-1 inhibitor: -0.2; UBC9 SUMO inh: 11.5; MEKK2wt PB1 HTS: 104.0; NALP1 yeast inh: 1.3; M18AAP inhibitor: -2.4; DNA FID counter: 11.2; MEKK2mut PB1 HTS: 0.0; VIM-2 inhibitor: 1.1; NS3 helicase inh: -7.0

How did COc1cc2c(cc1OC)C(C)=NC1(CCCCC1)C2 do in these assays?
IMP-1 inhibitor: -0.9; UBC9 SUMO inh: 59.0*; MEKK2wt PB1 HTS: 105.0; M18AAP inhibitor: -0.1; DNA FID counter: 0.1; MEKK2mut PB1 HTS: 5.0; VIM-2 inhibitor: -3.1; NS3 helicase inh: 8.0

Results for O=C(Nc1c(Cl)cccc1Cl)C1CCC1 ?
IMP-1 inhibitor: -2.9; UBC9 SUMO inh: 13.0; MEKK2wt PB1 HTS: 100.0; NALP1 yeast inh: 1.5; M18AAP inhibitor: -4.0; DNA FID counter: -4.2; MEKK2mut PB1 HTS: 1.0; VIM-2 inhibitor: -6.7; NS3 helicase inh: -5.2

How did Cc1nc(NC(=O)CC(C)C)sc1-c1csc(Nc2ccc(Cl)cc2)n1 do in these assays?
IMP-1 inhibitor: -1.2; UBC9 SUMO inh: 5.0; MEKK2wt PB1 HTS: 108.0; NALP1 yeast inh: -1.6; M18AAP inhibitor: 5.1; DNA FID counter: 6.2; MEKK2mut PB1 HTS: 1.0; VIM-2 inhibitor: -3.5; NS3 helicase inh: 0.8

What do the screens show for `Cc1cc(C)n2nc(C(=O)Nc3ccc(S(=O)(=O)N4CCCCC4)cc3)nc2n1`?
IMP-1 inhibitor: -1.2; UBC9 SUMO inh: 18.0; MEKK2wt PB1 HTS: 94.0; NALP1 yeast inh: 0.7; M18AAP inhibitor: 6.6; DNA FID counter: -1.0; MEKK2mut PB1 HTS: 0.0; VIM-2 inhibitor: -3.5; NS3 helicase inh: 1.1

What do the screens show for `Cc1ccc(CS(=O)(=O)c2ccccc2-c2nnc(-c3ccc(Cl)cc3)o2)cc1`?
IMP-1 inhibitor: -1.7; UBC9 SUMO inh: 2.6; MEKK2wt PB1 HTS: 97.0; NALP1 yeast inh: -2.1; M18AAP inhibitor: -1.9; DNA FID counter: -1.4; MEKK2mut PB1 HTS: 0.0; VIM-2 inhibitor: -5.6; NS3 helicase inh: -6.1

Results for CCN1CCN(S(=O)(=O)c2ccc(OC)c3ccccc23)CC1 ?
IMP-1 inhibitor: -0.3; UBC9 SUMO inh: -2.6; MEKK2wt PB1 HTS: 100.0; NALP1 yeast inh: 22.9; M18AAP inhibitor: -7.2; DNA FID counter: 3.3; MEKK2mut PB1 HTS: -2.0; VIM-2 inhibitor: 0.3; NS3 helicase inh: -16.0

Results for COc1cc(-c2nnc(-c3ccc(S(=O)(=O)c4ccccc4)cc3)o2)cc(OC)c1OC ?
IMP-1 inhibitor: -2.8; UBC9 SUMO inh: 28.5; MEKK2wt PB1 HTS: 94.0; NALP1 yeast inh: 8.0; M18AAP inhibitor: 1.1; DNA FID counter: -1.9; MEKK2mut PB1 HTS: -3.0; VIM-2 inhibitor: -1.8; NS3 helicase inh: 0.9

What do the screens show for `Cc1cccc(N=C(N2CCOCC2)P(=O)(N2CCOCC2)N2CCOCC2)c1`?
IMP-1 inhibitor: -4.9; UBC9 SUMO inh: 3.5; MEKK2wt PB1 HTS: 99.0; NALP1 yeast inh: 18.2; M18AAP inhibitor: -3.7; DNA FID counter: -12.8; MEKK2mut PB1 HTS: 2.0; VIM-2 inhibitor: 0.5; NS3 helicase inh: 1.2

How did Cc1cccc(NC(=O)CNc2cc(C)ccc2C)c1 do in these assays?
IMP-1 inhibitor: -1.9; UBC9 SUMO inh: 10.8; MEKK2wt PB1 HTS: 91.0; NALP1 yeast inh: 4.4; M18AAP inhibitor: -1.6; DNA FID counter: -10.0; MEKK2mut PB1 HTS: -6.0; VIM-2 inhibitor: -2.2; NS3 helicase inh: -2.7

What do the screens show for `Cc1nnc(-c2ccccc2)c[n+]1[O-]`?
IMP-1 inhibitor: -2.4; UBC9 SUMO inh: 11.2; MEKK2wt PB1 HTS: 98.0; NALP1 yeast inh: 13.6; M18AAP inhibitor: 7.0; DNA FID counter: -3.3; MEKK2mut PB1 HTS: -3.0; VIM-2 inhibitor: -4.9; NS3 helicase inh: -0.4

How did C=CCOc1ccc(CN(C)C(=O)CN2C(=O)c3ccccc3C2=O)cc1 do in these assays?
IMP-1 inhibitor: -1.8; UBC9 SUMO inh: 7.2; MEKK2wt PB1 HTS: 99.0; NALP1 yeast inh: 13.0; M18AAP inhibitor: -0.9; DNA FID counter: -27.9; MEKK2mut PB1 HTS: -6.0; VIM-2 inhibitor: -3.1; NS3 helicase inh: -1.9

Results for CC(C)(C)c1csc(NC(=O)Nc2ccccc2)n1 ?
IMP-1 inhibitor: -3.4; UBC9 SUMO inh: 0.0; MEKK2wt PB1 HTS: 109.0; NALP1 yeast inh: 2.7; M18AAP inhibitor: 6.3; DNA FID counter: -1.3; MEKK2mut PB1 HTS: -1.0; VIM-2 inhibitor: 0.8; NS3 helicase inh: -10.7

Results for Cc1cc(CNC(=O)COc2cc(F)ccc2[N+](=O)[O-])c2ccccc2n1 ?
IMP-1 inhibitor: -0.3; UBC9 SUMO inh: 20.7; MEKK2wt PB1 HTS: 102.0; NALP1 yeast inh: 37.7; M18AAP inhibitor: -10.5; DNA FID counter: -3.3; MEKK2mut PB1 HTS: -1.0; VIM-2 inhibitor: 0.0; NS3 helicase inh: 1.8
